Screening data as filed in PubChem.
FN deposit inh: fibronectin deposition inhibition; AH1F fibroblasts, Alexa488-fibronectin deposition fluorescence, overnight; inhibition, % at 12.6 µM; actives 0.086% (n = 350,000);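 active = mean inhibition across replicates of 30% or more, regardless of how many single replicates reach that level; inconclusive = mean under 30% yet at least half of replicates reach 30%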;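 note: positive control wells lacked labelled fibronectin entirely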
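Assay system: AH1F fibroblasts assembling fluorescent fibronectin matrix; Amount: 10000 AH1F cells per well; Buffer or medium: DMEM, 2% serum; Probe or stimulus: Alexa488-fibronectin, 24 nM final in well; Doses: single compound dose, delivered by pin transfer; Incubation: 1 h adhesion, overnight exposure; Measured by: fluorescence 485/525 nm; Read-out: fibronectin deposition inhibition.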
F508del corr: CFTR F508del correction in bronchial cells. CFBE cells, YFP halide quenching; stimulated with forskolin plus potentiator P3; % fluorescence drop versus neutral controls. activity (quench increase), % at 7.58 µM. actives 0.36% (n = 350,000). AID 720511;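 active = mean added fluorescence quench of at least 8% versus neutral control, with both replicates also reaching 8%; inconclusive = only one of the mean or replicate conditions met; inactive = mean below 8% and not both replicates reaching 8%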;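 note: cells transiently co-express mutant CFTR-F508del with the halide-sensitive YFP; corrector assay measuring rescue of mutant channel to the surface after 24 h compound exposure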
PAX8 reporter: lowers PAX8-driven luciferase in RMG-I cells | AID 652154 | actives 1.2% (n = 360,000) | inhibition, % at 12.6 µM | RMG-I TPO-luciferase reporter, SteadyGlo, 24 h;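 active = mean replicate inhibition at least 60% with every replicate also reaching 60%; inconclusive = only one of the two criteria is met; inactive = mean below 60% and not all replicates reaching 60%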;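 note: luciferase light reporting Pax8 driven TPO promoter activity; plate controls were median of neutral control wells for no effect and mitoxantrone controls for full effect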
DENV2 CPE: protects cells from dengue virus 2 cytopathic effect. CPE inhibition, % at 9.99 µM. actives 1.7% (n = 350,000). DENV2-infected cells, cytopathic effect rescue, plate reader. AID 651640; in the data active = CPE inhibition above about 20%, passing the limit was not always enough; inconclusive = no clear call, values can overlap the other calls; tested in BHK-21 cells;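 note: 0% = median of neutral control wells and 100% = median of positive control wells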
GSIS activator: GLuc luminescence reporter in INS-1E cells, primary screen for activators of glucose-dependent secretion of insulin | INS-1E GLuc reporter insulin secretion, 2-3 h | activation, % at 16.6 µM | actives 0.61% (n = 370,000) | AID 743287;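 active = lowest replicate activation of at least 40%, so every replicate reaches that level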;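 note: 0% = median of neutral control wells and 100% = median of IBMX positive control wells; some compounds called inactive have numbers as strong as hits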
EWS-Fli block: EWS/Fli transcriptional activity inhibition; AID 651661; actives 0.67% (n = 350,000); inhibition, % at 12.6 µM; A673 NR0B1-luciferase reporter, viability-normalised;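 active = mean inhibition of at least 50% after viability correction, with every replicate also passing that limit; inconclusive = mean reaches 50% but only one of two replicates passes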;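 note: firefly luciferase signal divided by Alamar Blue viability fluorescence both relative to DMSO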
miR122 inh: inhibitors of miR-122 in Huh7 cells | Huh7 miR-122 Renilla luciferase sensor, 48 h; neutral wells = 0, positive control = 100 | activation (reporter increase), % at 12.5 µM | actives 0.3% (n = 340,000);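 active = mean replicate activation score at least 90 and every replicate individually at or above 90; inconclusive = only one of the two criteria met; inactive = neither criterion met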;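 note: higher luciferase means less miR-122 activity so hits act as miR-122 inhibitors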
Starred values were filed as active, the others as inactive; ? = inconclusive; / = no result given; & = joins results of further samples; [ ] = another dose, or the depositor's remark.

Fields: FN deposit inh, F508del corr, PAX8 reporter, DENV2 CPE, GSIS activator, EWS-Fli block, miR122 inh
CN(CCNC(=O)C1CC(=O)N(C2CCCC2)C1)Cc1ccccc1 (stereo not given)
    -8, 0.7, -4, 7, /, -11, 0
COc1ccc(S(=O)(=O)N2CC[C@H]3[C@H](CO)Nc4ccc(-c5ccc(C#N)cc5)cc4[C@H]32)cc1
    -31, 3.0, -4, 2, 10, 10, -1[16.7 µM]
C[C@@H]1CN([C@H](C)CO)S(=O)(=O)c2ccc(C#CC3CCCC3)cc2O[C@@H]1CN(C)Cc1cccnc1
    17, -0.4, 31, 9, -14, 1, 17[16.7 µM]
Cc1cn(CC(=O)NCc2ccccc2)c(=O)[nH]c1=O
    7, -1.1, 13, -1, 15, 10, -1
N/C(COc1ncn(-c2ccccc2)n1)=N\S(=O)(=O)c1ccccc1
    /, /, 3, 4, 0, 6, /
Cc1ccc(-n2nc3c(=O)n(C(C)C(=O)NCCCc4ccccc4)nc(C)c3c2C)cc1 (stereo not given)
    -3, 1.2, 19, 10, -15, /, -16
O=C(NCCS(=O)(=O)N1CCN(C(=O)c2ccco2)CC1)c1ccccc1
    -5, -3.6, -22, ?, 9, -5, -4
C[C@@H]1CN([C@H](C)CO)C(=O)Cc2cc(NC(=O)C3CCCCC3)ccc2O[C@H]1CN(C)C(=O)Nc1ccc(C(F)(F)F)cc1
    /, -0.6, /, 4, -5, -5, -3[16.7 µM]
CN(C(=O)COC(=O)c1sc2ccccc2c1Cl)C1CCCCC1
    1, /, -9, 0, -2, -19, /
COc1ccc(S(=O)(=O)N2CCC(C(=O)N3CCN(C)CC3)CC2)cc1Cl
    0, 4.0, -14, 8, 13, 2, -3
C=CCn1c(SCC(=O)NCc2ccco2)nnc1-c1ccc2ccccc2n1
    /, 0.8, /, 7, -2, 7, -5
N[C@@H](CO)c1cn([C@@H](Cc2cc3ccccc3[nH]2)C(=O)N2CCNCC2)nn1
    -3, 1.6, 19, 2, 24, -23, 4
Cc1ccc(S(=O)(=O)N(C)C)cc1NC(=S)N1CCc2ccccc21
    /, 0.0, 24, /, -7, 11, 1
Cc1cnc(C(=O)OCC(=O)c2cc(C)n(C)c2C)cn1
    -1, -0.2, 1, 0, 15, -10, 4
O=C(OCCOc1cccc(Cl)c1)c1cc(S(=O)(=O)N2CCCCC2)ccc1N1CCOCC1
    0, 5.9, 55, 4, 38, 38, /
C[C@H]1CN([C@@H](C)CO)C(=O)c2cccc(NC(=O)Nc3ccc4c(c3)OCO4)c2O[C@@H]1CN(C)C(=O)Nc1ccc(C(F)(F)F)cc1
    /, 0.6, /, -12, -25, -9, 1[16.7 µM]
OC(C#CCN1CCCCCC1)(c1ccccc1)c1cccnc1 (stereo not given)
    -12, 0.1, -3, -5, 4, -2, /
CCC1(CC)C(=O)C2=C3C1[C@H](C(=O)OC)CC(C(=O)OC)C[C@H]3n1c(=O)n(-c3ccccc3)c(=O)n1[C@H]2C (stereo not given in full)
    -10, -2.8, 11, -3, -16, -3, /
N#CCCn1nnc(-c2ccccc2F)n1
    2, /, -2, /, /, /, -1
CNc1oc(-c2cccs2)nc1S(=O)(=O)c1ccccc1
    -3, 2.8, 16, -9, 4, 0, /
O=C(Nc1ccc(C(=O)O)cc1)/C(=C/c1ccc([N+](=O)[O-])cc1)NC(=O)c1ccccc1
    -4, 1.5, -23, 4, -12, 0, /
Cn1c(=O)oc2cc(S(=O)(=O)NCc3ccc(C(=O)O)cc3)ccc21
    1, -3.1, 2, /, -28, -5, 5
COc1ccccc1CNC(=O)c1cc(-c2ccccc2)nn1CC1CC(c2cccnc2)=NO1 (stereo not given)
    -2, 0.1, 23, -8, -10, 7, 23
CCN(CC)S(=O)(=O)c1ccc(N=Nc2cc(C)cc(Br)c2O)cc1
    -1, 6.5, 14, 6, -15, -3, -3
COc1ccc(C(=O)N/N=C/c2cc3ccccc3[nH]c2=O)cc1
    -2, /, 13, -2, 22, 10, -10
COc1ccc(C(=O)COC(=O)C2COc3ccccc3O2)c(OC)c1 (stereo not given)
    /, 0.1, 0, -2, -3, 7, -2
C[C@H](CO)N1C[C@H](C)[C@@H](CN(C)S(=O)(=O)c2ccc(-n3cccn3)cc2)OCc2cnnn2CCCC1=O
    -4&0, 0.6&-0.2, 1&8, -4&-11, -6&0, 0&5, -2
O=C(CC(=O)N/N=C/c1ccccc1)NCc1ccccc1
    -12, 1.6, 17, 0, -15, -27, -1
C[C@@H]1CN([C@H](C)CO)C(=O)Cc2cc(NC(=O)Nc3ccc(C(F)(F)F)cc3)ccc2O[C@@H]1CN(C)Cc1ccc(-c2ccccc2)cc1
    /, 4.1, 15, -21, 8, -9, 30[16.7 µM]
c1ccc(-c2nc(N3CCCC3)nc3ccccc23)cc1
    /, -1.1, -73, 3, 10, 0, /
COc1ccc(N(C(=O)CNC(=O)c2cccs2)C(C(=O)NC2CCCC2)c2cccnc2)cc1 (stereo not given)
    -1, 1.1, 7, -1, -1, -2, -8
C[C@@H]1CN([C@H](C)CO)S(=O)(=O)c2ccc(C#CC3CCCC3)cc2O[C@@H]1CN(C)C(=O)Cc1ccccc1
    /, 2.8, 34, 0, -13, 9, 15[16.7 µM]
CN(Cc1cccs1)C(=O)COc1cccc2c1OC(C)(C)C2
    1, 2.4, -5, -4, 3, 0, /
C[C@H](CO)N1C[C@H](C)[C@H](CN(C)S(=O)(=O)c2ccc(F)cc2)OCCCC[C@H](C)Oc2ccc(NC(=O)CCC(F)(F)F)cc2C1=O
    -20, 1.9, -3, 2, -13, 10, 42[16.7 µM]
CN1CCN(C(=O)/C(=C\c2cccs2)NC(=O)c2ccccc2)CC1
    4, -1.2, -7, -2, 8, 11, -4
CC(C)(C)c1ccc(C#C[C@@H]2C=C[C@@H](O)[C@@H](CO)O2)cc1
    -2, 1.7, -136, 1, /, -43, /
COc1ccc(C(=O)Nc2cccc3c2C(=O)NC3=O)cc1S(=O)(=O)N1CCOCC1
    3, /, -7, /, /, /, -1
COc1cc(CNCc2ccncc2)ccc1OCC(N)=O
    1, 0.4, 23, -3, 7, 1, -3
CCCC#Cc1cnc2c(c1)C(=O)N([C@H](C)CO)C[C@@H](C)[C@@H](CN(C)C(=O)C1CCOCC1)O2
    /, 0.9, /, -9, 13, -8, 9[16.7 µM]
C[C@@H]1CN([C@@H](C)CO)S(=O)(=O)c2ccc(C#CC3CCCC3)cc2O[C@@H]1CN(C)C
    -9, -1.1, -11, 18, -14, -6, 7[16.7 µM]
O=C(c1ccc(Cl)cc1)[C@@H]1[C@@H]2C(=O)N(c3ccc(Cl)cc3)C(=O)[C@@H]2C2c3ccccc3C=NN21 (stereo not given in full)
    -7, /, 7, -4, 6, 16, /
CC(C)(C)CNc1cc(N2CCOCC2)ccc1[N+](=O)[O-]
    -6, 7.9, 8, -2, 19, -8, 0
CCCn1c(C)cc(C(=O)COc2ccc(C)nc2[N+](=O)[O-])c1C
    3, /, -12, 7, /, 1, -2
Cc1ccc(-c2ccc([C@H]3[C@H]4CN(C(=O)c5ccncc5)CC(=O)N4[C@H]3CO)cc2)cc1
    /, -5.9, 15, -1, -2, -13, /
CCOc1ccc(NC(=O)CSc2nnc(NC(=O)C3CC3)s2)cc1
    -1, 2.6, 4, 8, 13, -2, -2
CNC(=O)c1ccc2c(c1)nnn2C
    1, /, -1, /, 7, /, /
COc1ccc(CC(=O)Nc2cccc3ccccc23)cc1OC
    2, 0.3, -3, 15, 18, 10, /
Cc1cccc(Nc2nc(C)nc3c2oc2ccccc23)c1
    0, 1.6, 13, 5, 25, 5, 0
COCC(=O)Nc1ccc2c(c1)C(=O)N(C)C[C@@H](OC)[C@@H](C)CN(Cc1ccncc1)[C@@H](C)CO2
    7, -2.9, -19, 8, 15, 10, 0[16.7 µM]
O=C(COC(=O)/C=C/c1ccc(F)cc1)Nc1ccc2[nH]c(=O)[nH]c2c1
    15, -0.1, 6, 10, 4, 3, -3
CCOC(=O)c1cnc2nc(SC)nn2c1N
    -17, -2.1, -22, 11, -1, -5, /
C[C@@H]1CN([C@H](C)CO)C(=O)Cc2cc(NC(=O)C3CC3)ccc2O[C@H]1CN(C)CC1CC1
    /, 2.1, -10, -6, 4, 0, 1[16.7 µM]
CO[C@H]1CN(C)C(=O)c2ccc(NS(=O)(=O)c3cccc(F)c3)cc2OC[C@@H](C)NC[C@@H]1C
    -9, 1.8, /, 18, 0, 0, 9[16.7 µM]
CC(Cc1ccccc1)C(=O)N(C)Cc1cccnc1 (stereo not given)
    -13, 2.5, 15, -7, -3, -6, -1
COc1ccc(NC(=O)N(C)C[C@H]2OCCCC[C@H](C)Oc3ccc(NS(=O)(=O)c4cn(C)cn4)cc3C(=O)N([C@@H](C)CO)C[C@H]2C)cc1
    /, -0.9, -31, ?, 3, -13, 8[16.7 µM]
COc1ccc(-n2nc3c(c2NC(=O)c2ccc(S(=O)(=O)N4CCOCC4)cc2)CS(=O)(=O)C3)cc1
    1, -0.3, 12, 6, -19, 4, /
CC1(C(=O)NS(=O)(=O)c2ccc(F)cc2F)CCN1C(=O)c1ccccc1 (stereo not given)
    /, -1.3, 18, -8, /, -8, 11
Cc1ccc(S(=O)(=O)Nc2ccc3c(c2)C(=O)N([C@@H](C)CO)C[C@@H](C)[C@H](CN(C)C)OCCCC[C@H](C)O3)cc1
    -18, -0.8, 1, -3, -3, -12, 0[16.7 µM]
Cn1cc(-c2cc(C(=O)O)on2)cn1
    -1, -4.9, 6, -5, -3, 0, -6
CCCNS(=O)(=O)c1ccc(CCC(=O)NCCc2ccc(OC)c(OC)c2)cc1
    1, -1.2, 1, -5, 10, 8, /

Going on with the list.
Fields: FN deposit inh, F508del corr, PAX8 reporter, DENV2 CPE, GSIS activator, EWS-Fli block, miR122 inh
O=C(C[C@H]1C=C[C@@H](NS(=O)(=O)c2ccccc2)[C@H](CO)O1)NCCN1CCCCC1
    -15, 0.5, -12, ?, 4, -2, /
Cc1c(NC(=O)c2cc(-c3cccc(Cl)c3)on2)c(=O)n(-c2ccccc2)n1C
    4, -1.6, 13, -3, -14, -7, /
COc1ccccc1NC(=S)NC1CCCCC1
    1, /, -17, /, 8, /, 9
CCN(CC)C(=O)C1=C(C)N(Cc2ccc(F)cc2)C(=O)C(CC(=O)NCc2ccco2)C1 (stereo not given)
    -4, -4.8, -24, 1, 3, -5, -1
O=C(c1cccc(F)c1)N1CCCCN2[C@@H](CO)[C@H](c3ccc(-c4cncnc4)cc3)[C@@H]2C1
    /, 1.7, 3, -2, 6, 0, 27[16.7 µM]
CC(Sc1cnccn1)C(=O)O (stereo not given)
    -4, 3.2, -12, 2, 9, -4, -4
Cc1ccc2c(c1)N(CC(=O)Nc1ccccc1F)C(=O)CO2
    -2, 3.3, 7, 4, 10, 12, -8
CC(=O)Nc1ccc(NC(=O)C(C)n2nc([N+](=O)[O-])c(Br)c2C)cc1 (stereo not given)
    /, 0.4, /, -3, 6, -3, /
COc1ccc(CCNC(=O)c2ccc(Cl)cc2Cl)cc1
    -5, /, -23, /, /, /, -4
Cn1cnc(CCNC(=O)C[C@@H]2CC[C@H]3[C@@H](COC[C@@H](O)CN3C(=O)C3CCCC3)O2)c1
    -1, -1.6, -5, 0, 0, -11, 2[16.7 µM]
CC(C)C#Cc1cnc2c(c1)C(=O)N([C@@H](C)CO)C[C@@H](C)[C@H](CN(C)S(=O)(=O)c1cn(C)cn1)O2
    -21, -1.7, /, ?, 16, -7, -6[16.7 µM]

A few values from the entries so far.
F508del corr, CO[C@H]1CN(C)C(=O)c2ccc(NS(=O)(=O)c3cccc(F)c3)cc2OC[C@@H](C)NC[C@@H]1C stands at 1.8
PAX8 reporter, COc1ccc(CC(=O)Nc2cccc3ccccc23)cc1OC stands at -3
